Screening data (PubChem BioAssay)
B2AR arrestin – qHTS assay of beta-arrestin-biased ligands of beta2-adrenergic receptor | Beta-2 adrenergic receptor (Homo sapiens), P07550 | beta-arrestin recruitment to beta2AR, cell-based reporter | Potency, µM (highest dose often 46.1 µM), inactives show top-dose activation, hits mostly activators | hit rate 0.02% among 330,000 | AID 492947, 2010;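 further: potency means the concentration at half of the fitted maximal effect; 0% = DMSO controls and full agonism = EC100 isoproterenol or metaproterenol; nearly all actives have a fitted effect of over 65% in size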
ASM inhibitor – Inhibitors of Secretory Acid Sphingomyelinase (S-ASM): qHTS | Sphingomyelin phosphodiesterase (Homo sapiens), P17405 | placental ASM, HMU-PC fluorogenic substrate, 60 min | Potency, µM (titrated, usually from 57.5 µM), for the others: top-dose activity change, negative = inhibition, usual class: inhibitors | hit rate 0.006% among 340,000 | AID 504937, 2011; further: potency means the concentration at half of the fitted maximal effect
Target sequence (P17405 47-631 limits assumed): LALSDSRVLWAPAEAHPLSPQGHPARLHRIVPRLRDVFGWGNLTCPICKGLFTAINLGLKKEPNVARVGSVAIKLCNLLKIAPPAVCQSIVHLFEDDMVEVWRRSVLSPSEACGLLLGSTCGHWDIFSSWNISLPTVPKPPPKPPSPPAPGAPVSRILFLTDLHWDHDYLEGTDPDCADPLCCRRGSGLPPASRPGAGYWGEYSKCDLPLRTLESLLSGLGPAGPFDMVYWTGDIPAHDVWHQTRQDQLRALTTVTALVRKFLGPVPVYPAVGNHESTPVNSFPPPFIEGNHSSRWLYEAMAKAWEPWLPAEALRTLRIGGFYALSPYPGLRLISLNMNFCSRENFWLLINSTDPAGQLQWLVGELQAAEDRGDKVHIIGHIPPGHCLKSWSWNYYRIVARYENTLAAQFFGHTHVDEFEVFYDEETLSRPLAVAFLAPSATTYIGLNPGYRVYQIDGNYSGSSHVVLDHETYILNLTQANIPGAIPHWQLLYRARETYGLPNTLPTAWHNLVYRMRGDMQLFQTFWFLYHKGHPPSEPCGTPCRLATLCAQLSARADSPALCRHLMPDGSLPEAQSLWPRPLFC
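Fluorescence read-out (Ex 386 nm, Em 447 nm) after stopping the reaction at pH 10. Enzyme: ASM from human placenta; substrate HMU-PC0, 9 uM final; 60 min, 37 °C. Compound preincubation 10 min, ambient temperature.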
TRPV1 ag – HTS Assay for Compounds that Act as Agonists of the Vanilloid Receptor 1. Transient receptor potential cation channel subfamily V member 1 (Homo sapiens), Q8NER1. TRPV1-expressing cells, Fluo-8 calcium influx, agonist mode. activation, % at 8.33 µM. hit rate 0.19% among 320,000; in the data active means activation above about 80%; inconclusive means between about 30% and that limit; further: 0% is about no effect
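Cells expressing TRPV1 were dye-loaded with Fluo-8 and read kinetically: 10 s baseline, 3 min after compound (agonist portion), then 2 min after EC20 capsaicin (allosteric enhancer portion). Calcium-bound dye fluorescence at 480/520 nm.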
Eya2 phos inh – qHTS Assay for Inhibitors of the Phosphatase Activity of Eya2 | Protein phosphatase EYA2 (Homo sapiens), O00167 | recombinant Eya2, OMFP fluorescence dephosphorylation (OMFP is methylfluorescein phosphate) | Potency, µM (series often up to 76.9 µM), without a hit: at the top dose activity, negative = inhibition, hits mostly inhibitors | hit rate 0.006% among 330,000 | AID 488837, 2010; further: potency means the concentration at half of the fitted maximal effect; on the % scale 0 is the no-effect control and ±100 the full control effect
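Eya2 (0.2 uM) preincubated 10 min at ambient with compound, then OMFP substrate added at 50 uM; 10 min reaction in 50 mM HEPES pH 7.5, 50 mM NaCl, 5 uM MgCl2, 0.05% BSA, 1 mM DTT. Fluorescence read at Ex 485/Em 525 nm.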
PTAP TSG101 blk – qHTS Assay for Iinhibitors of HIV-1 Budding by Blocking the Interaction of PTAP/TSG101; Fluorescence polarization, FITC-PTAP peptide / Tsg101 binding; Potency, µM (highest dose often 115 µM), for the others: at the highest dose activity change, negative = inhibition, hits mostly inhibitors; 340,000 tested, under 10 active; active means well fitted inhibition curve with a large enough effect in the main read-out, with a control signal flat, not every such curve was filed as active; inconclusive means small, poorly fitted or top-dose-only effect, or effect the other way, or a change in a side signal; inactive means no such curve, though single readings can be large or run the other way; further: potency means the concentration at half of the fitted maximal effect; % of control where 0% means no effect
Target sequence (Q99816 whole entry, looked up): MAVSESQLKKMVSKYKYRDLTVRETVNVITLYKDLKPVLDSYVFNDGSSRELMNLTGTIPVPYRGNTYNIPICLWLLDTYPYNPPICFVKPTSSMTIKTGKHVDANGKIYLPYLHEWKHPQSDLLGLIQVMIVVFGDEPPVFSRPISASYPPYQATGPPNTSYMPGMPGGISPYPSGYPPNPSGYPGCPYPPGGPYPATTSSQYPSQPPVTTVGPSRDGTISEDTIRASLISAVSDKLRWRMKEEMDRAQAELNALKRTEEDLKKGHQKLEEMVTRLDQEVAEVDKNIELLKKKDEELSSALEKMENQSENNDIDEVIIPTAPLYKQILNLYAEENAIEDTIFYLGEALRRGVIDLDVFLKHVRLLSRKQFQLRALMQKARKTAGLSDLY
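Fluorescence anisotropy tracks displacement of a FITC-tagged PTAP peptide (50 nM) from the Tsg101 binding domain (10 uM), following a 20 min room-temperature incubation at pH 7.5.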
BRCA1 expr act – qHTS Assay to Identify Small Molecule Activators of BRCA1 Expression. MCF7-BRCA1-FFLuc reporter, luminescence, 48 h; response scale: scaled: vehicle 0%, 10 µM genistein 100%. Potency, µM (series often up to 46.1 µM), without a hit: at the top dose activation, most hits filed as activators. hit rate 1.1% among 380,000; further: potency means the concentration at half of the fitted maximal effect; nearly all actives have a fitted effect of over 80% in size; some results filed as inactive show a strong effect at the top dose
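48 h compound treatment of MCF7-BRCA1-FFLuc cells (phenol-red free MEM, 37 °C), then 15 min with luciferase substrate and luminescence imaging.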
uPA generation – qHTS for Inhibitors of Cell Surface uPA Generation; cell surface uPA generation assay, qHTS; Potency, µM (series often up to 38.3 µM), for inactives: at the top dose activity change, negative = inhibition, hits mostly inhibitors; hit rate 0.31% among 330,000; AID 540303, 2011; active means well fitted inhibition curve with a large enough effect; inconclusive means small, poorly fitted or top-dose-only effect; inactive means no such curve, though single readings can be large or run the other way; tested in mouse RAW 264.7 cells; further: potency means the concentration at half of the fitted maximal effect; on the % scale 0 is the no-effect control and ±100 the full control effect; nearly all actives have a fitted effect of over 55% in size
p53 reactivator – qHTS assay for re-activators of p53 using a Luc reporter; H1299 p53-A138V BP100-luciferase reporter, luminescence, 24 h; Potency, µM (highest dose often 92.2 µM), for the others: at the highest dose activity change, positive = activation, hits mostly activators; hit rate 0.063% among 320,000; further: potency means the concentration at half of the fitted maximal effect; % of control where 0% means no effect; nearly all actives have a fitted effect of over 45% in size
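p53-null H1299 cells stably carrying temperature-sensitive p53-A138V and a BP100-luciferase reporter were pinned with compounds (4-point, 1:5 series) and held 24 hrs at 37 deg C. Luminescence was read 10 min after detection reagent.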
a7 integrin act – qHTS for Activators of Integrin-Mediated Alleviation for Muscular Dystrophy | alpha7betagal myoblasts, beta-gal FDG fluorescence, 48 h | Potency, µM (doses to about 38.3 µM), without a hit: top-dose activation, actives largely listed as activators | hit rate 0.064% among 350,000;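 further: potency means the concentration at half of the fitted maximal effect; 100% = response of the positive control SU9516; nearly all actives have a fitted effect of over 60% in size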
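Alpha7betagal+/- myoblasts (passage 13) were plated 16-24 hr, then exposed to compounds (1:260 dilution of DMSO stock) for 48 hours at 37C. After MPER lysis, β-galactosidase reporter activity was read as FDG fluorescence (ex 480/em 540) after 30 minutes.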
ELG1 genotoxic – qHTS screen for small molecules that induce genotoxicity in human embryonic kidney (HEK293T) cells expressing luciferase-tagged ELG1 | Potency, µM (top dose mostly 46 µM), inactives show at the highest dose activity change, positive = activation, most hits filed as activators | hit rate 1.3% among 330,000 | HEK293T ELG1-luciferase reporter, luminescence, 16 h; further: potency means the concentration at half of the fitted maximal effect; % of control where 0% means no effect; nearly all actives have a fitted effect of over 60% in size
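ELG1-luciferase HEK293T cells, 2,000/well; compound pinned in; 16 hr, 37 °C, 5% CO2; ONE-Glo, 30 min RT; luminescence on CCD imager.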
USP2a inh – qHTS Assay for Inhibitors of Ubiquitin-specific Protease USP2a Using CHOP2 as the Reporter | USP2 core, Ub-CHOP2 coupled fluorogenic reporter, 485/531 | hit rate 0.01% among 330,000 | AID 463254, 2010 | Ubiquitin carboxyl-terminal hydrolase 2 (Homo sapiens), O75604 | Potency, µM (titrated, usually from 38.3 µM), for inactives: at the highest dose activity change, negative = inhibition, most hits filed as inhibitors;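 further: potency means the concentration at half of the fitted maximal effect; plate controls were DMSO wells for no effect and full inhibition by NEM control for full effect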
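USP2 core (10nM final) preincubated 30min RT with compound in 20mM Tris-HCl pH 8.0, 2mM CaCl2, 2mM beta-mercaptoethanol, 0.05% CHAPS; 25nM Ub-CHOP2 plus 25nM reporter substrate added, fluorescence (Ex485/Em531) read after 60min.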
Active calls of the source: *; ? = inconclusive; . = not tested or not shown; [ ] = remark or other dose. Unless noted, the call rests on the fitted dose curve; in most records, active means well fitted curve in the direction sought with a large enough effect; inconclusive means small, poorly fitted or top-dose-only effect, or another doubt; inactive means no such curve, though single readings can be large; an effect the other way counts as inactive or inconclusive.

SMILES	B2AR arrestin	ASM inhibitor	TRPV1 ag	Eya2 phos inh	PTAP TSG101 blk	BRCA1 expr act	uPA generation	p53 reactivator	a7 integrin act	ELG1 genotoxic	USP2a inh
CC(=O)N1CCN(C(=S)NCc2ccccc2)CC1	-0.8%	1.7%	-5.6	5.9%	-4.9%	-3.6%	-8.4%	-5.8%	14.7%	3.1%	2.6%
C=CCSc1nnc(-c2cc3c(C(F)(F)F)nn(C)c3s2)n1C	-1.2%	0.8%	.	?	-1.5%	-13.7%	2.4%	-3.6%	0.4%	3.2%	-0.2%
CCN(CC)S(=O)(=O)c1ccc(OCC(=O)NCc2ccccc2)cc1	-0.2%	-0.3%	?	-5.4%	-5.8%	-8.9%	2.3%	-2.3%	-10.2%	0.0%	-2.9%
COCCn1c(=NC(=O)c2cc(-c3cccs3)nc3ccccc23)sc2cc(S(N)(=O)=O)ccc21	3.9%	146.7%[activator]	-1.5	1.2%	3.4%	-69.6%	-7.0%	-3.0%	?	-12.9%	4.5%
COc1ccccc1N1CCN(C(C)C(=O)N2CC(C)OC(C)C2)CC1 (configuration not stated)	-0.4%	1.2%	-2.6	4.2%	0.6%	-12.6%	-2.2%	2.1%	-28.9%	-2.4%	0.3%
O=C(OCC(=O)N1CCCC1)c1cc(Cl)ccc1[N+](=O)[O-]	-0.4%	1.1%	1.0	-5.6%	-2.6%	-3.1%	-2.0%	-1.0%	-1.0%	6.0%	0.5%
O=C(OCC(=O)N1CCCCCC1)c1ccc([N+](=O)[O-])cc1Cl	-0.3%	2.0%	2.3	10.0%	0.6%	24.7%	13.0%	4.1%	40.2%	0.2%	11.2%
C=CCNC(=O)CN1CCN(C(c2ccccc2)c2ccccc2)CC1	0.1%	-4.0%	4.0	-26.3%	-4.3%	-12.0%	-6.9%	.	24.1%	-5.1%	-1.5%
Fc1cccc(-c2cc3nc4c(c(N5CCOCC5)n3n2)CCCC4)c1	-0.5%	-2.4%	?	15.0%	-0.2%	43.4%	11.2%	18.5%	6.8%	-6.1%	-0.4%
c1coc(-c2nn3c(-c4ccco4)nnc3s2)c1	0.4%	3.0%	6.5	23.6%	-10.1%	21.3%	-0.3%	12.8%	25.4%	5.6%	1.7%
CCCC(=O)Nc1sc2c(c1C#N)CC(C)(C)NC2(C)C	0.0%	1.0%	-1.8	-8.8%	-0.9%	16.4%	-7.4%	-1.9%	-14.4%	2.2%	-2.1%
CCn1cc(C(=O)N2CCN(C3CCCCC3)CC2)c2cc(OC)c(OC)cc2c1=O	-0.4%	7.1%	-11.9	13.6%	-2.2%	-36.3%	6.5%	-17.1%	-5.1%	-4.1%	1.6%
COc1ccc(-c2csc(NC3=NCCCCC3)n2)cc1	-1.0%	-0.4%	?	-0.6%	1.4%	11.0%	5.7%	?	3.7%	25.4%	2.4%
Cc1ccc2cc(CN(CCN3CCOCC3)Cc3nnnn3Cc3ccco3)c(=O)[nH]c2c1C	0.4%	1.6%	-1.4	12.4%	-1.6%	-16.1%	2.8%	0.3%	-3.1%	-1.7%	1.7%
CCOC(=O)c1[nH]c2ccc(F)cc2c1NC(=O)CCN1CCSCC1	-2.1%	5.8%	10.1	1.8%	-1.7%	-28.0%	5.0%	-0.5%	9.3%	-1.6%	-1.1%
CNC(=O)COC(=O)c1ccccc1C(=O)c1ccc(Cl)c([N+](=O)[O-])c1	-0.3%	0.8%	-2.3	1.2%	-2.0%	-65.2%	?	-14.2%	-17.8%	?	8.5%
O=C(Nc1c(C(=O)N2CCN(c3ccccn3)CC2)oc2ccccc12)c1cccc([N+](=O)[O-])c1	-1.0%	-1.1%	14.1	-11.8%	0.6%	19.8%	1.0%	-9.0%	1.3%	-5.0%	1.5%
O=C(CSc1nc(O)cc(=O)[nH]1)Nc1ccc2c(c1)CCC2	-0.1%	1.0%	-0.1	-15.6%	-3.1%	-1.4%	0.7%	21.8%	17.9%	-2.1%	-4.7%
CCC(=O)c1ccc(OCC(=O)Nc2cccc(S(=O)(=O)N3CCCCCC3)c2)cc1	-0.6%	-9.4%	-1.8	-33.0%	1.9%	-7.6%	-26.6%	-3.6%	-16.3%	-3.5%	-0.9%
COC(=O)c1ccccc1S(=O)(=O)N1Cc2cc([N+](=O)[O-])ccc2Oc2ccccc21	-0.2%	-3.8%	3.2	1.4%	-0.5%	-22.7%	-4.2%	-1.6%	0.6%	-12.4%	1.1%
O=C(Nc1ccc2c(c1)oc1ccccc12)N1CCOCC1	-1.0%	-0.2%	.	13.8%	-2.6%	6.31µM*	-4.8%	?	1.4%	?	2.1%
CCN1CC(CN(C)Cc2nc(-c3cccs3)no2)CC1=O (configuration not stated)	-0.3%	1.1%	5.3	4.8%	0.2%	8.7%	2.8%	-0.3%	-39.5%[inhibitor]	-2.4%	-0.2%
CCN1CCN(Cc2nc3c(c(=O)n(C)c(=O)n3C)n2C(C)C(C)=O)CC1 (configuration not stated)	0.0%	-1.1%	4.1	-7.0%	-1.0%	24.5%	2.3%	-2.9%	5.4%	2.1%	-3.2%
CC1(c2ccc(OCC(N)=O)cc2)NC(=O)NC1=O (configuration not stated)	-0.3%	-2.8%	2.4	-20.8%	-0.2%	7.5%	1.1%	4.9%	2.7%	-1.1%	0.7%
CCC(Sc1nc2ncccc2[nH]1)C(=O)N1CCOCC1 (configuration not stated)	-0.6%	4.4%	-3.4	-5.7%	-1.3%	-10.6%	-5.8%	.	5.0%	3.5%	2.3%

The closing 2 compounds of the part before lead into the next:
SMILES	B2AR arrestin	ASM inhibitor	TRPV1 ag	Eya2 phos inh	PTAP TSG101 blk	BRCA1 expr act	uPA generation	p53 reactivator	a7 integrin act	ELG1 genotoxic	USP2a inh
CC1(c2ccc(OCC(N)=O)cc2)NC(=O)NC1=O (configuration not stated)	-0.3%	-2.8%	2.4	-20.8%	-0.2%	7.5%	1.1%	4.9%	2.7%	-1.1%	0.7%
CCC(Sc1nc2ncccc2[nH]1)C(=O)N1CCOCC1 (configuration not stated)	-0.6%	4.4%	-3.4	-5.7%	-1.3%	-10.6%	-5.8%	.	5.0%	3.5%	2.3%
COc1ccc(CC(=O)N2CCN(c3ccccn3)CC2)cc1	-0.3%	5.2%	-4.8	-3.3%	-4.6%	0.5%	0.4%	7.8%	-7.5%	0.2%	4.8%
COc1ccc(C2/C(=C(/O)c3ccc4c(c3)CC(C)O4)C(=O)C(=O)N2Cc2cccnc2)cc1 (configuration not stated)	-0.1%	-1.1%	0.1	4.7%	-4.0%	0.7%	-3.0%	1.1%	0.6%	-0.7%	3.2%
O=C(O)CN1CCNCC1	0.1%	.	-2.9	7.1%	.	.	.	1.9%	.	2.8%	0.2%
O=C1c2ccccc2-c2onc3ccc(NCCCn4ccnc4)c1c23	-0.2%	-14.5%	?	?	?	-52.8%	?	-7.8%	-49.0%[inhibitor]	8.0%	?
O=C(CSc1nc(=O)n2ccccc2n1)OCc1ccccc1	-1.0%	0.9%	-1.0	-12.3%	-0.1%	-18.4%	12.4%	4.2%	-8.2%	-7.1%	1.3%
COc1cccc(C(c2sc3nc(C)nn3c2O)N2CCN(c3ccccc3F)CC2)c1 (configuration not stated)	0.2%	1.3%	0.5	-16.2%	-3.2%	-3.0%	1.3%	-13.5%	1.8%	-6.1%	-2.7%
COc1ccc(C2CC3(O)NC(=O)C(C#N)(C3C)C2(C#N)C#N)cc1 (configuration not stated)	-0.2%	-1.6%	2.2	1.9%	-2.3%	17.9%	11.6%	-3.2%	-27.3%	1.5%	-2.1%
CSc1n[nH]c(NCc2ccccc2)n1	4.5%	-2.7%	1.9	-10.7%	-1.2%	37.0%	1.4%	1.1%	5.9%	8.5%	-0.8%
Cc1cc(C)c2oc(=O)cc(CN3CCN(Cc4ccc5c(c4)OCO5)CC3)c2c1	-1.0%	-0.2%	1.9	3.7%	-2.4%	-13.8%	1.0%	3.0%	-20.0%	0.7%	4.4%
COc1ccc(C(=O)N2CCC(n3nccc3NC(=O)C3CCOC3)CC2)cc1 (configuration not stated)	-0.2%	4.3%	2.7	8.1%	-3.7%	-0.1%	23.2%	-8.2%	-9.4%	6.3%	-1.9%
